# SUMO1-SIM PPI: modulators of human SUMO1-mediated protein-protein interactions; SUMO1 binding to a labelled peptide, TR-FRET, 1 h; inhibition, % at 20 µM; P63165; 360,000 compounds, 0.33% hits; in the data active means inhibition above about 37%
# Scp-1 inhibitor: blocks human Scp-1 phosphatase activity; Q9GZU7; Recombinant Scp1, phosphopeptide, malachite green phosphate absorbance; inhibition, % at 20 µM; 340,000 compounds, 0.88% hits; AID 493091;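 active means inhibition above about 50% at 20 µM, limit read from the data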;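 further: plate controls were DMSO wells with enzyme for no effect and wells lacking enzyme for full effect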
# Target sequence (Q9GZU7 76-261 limits assumed): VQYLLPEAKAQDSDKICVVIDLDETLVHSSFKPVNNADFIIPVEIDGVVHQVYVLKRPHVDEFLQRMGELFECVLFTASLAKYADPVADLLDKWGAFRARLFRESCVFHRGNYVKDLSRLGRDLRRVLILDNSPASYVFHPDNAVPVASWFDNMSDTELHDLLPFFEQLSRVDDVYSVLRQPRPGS
#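 Material: truncated SCP-1 phosphatase (76-261aa) / Buffer or medium: 50 mM Tris acetate pH 5.5, 0.005% Tween-20, 10 mM MgCl2 / Compound dosing: one concentration, 20 µM, with 1.0% DMSO / Incubation: 45 min room-temperature reaction, 5 min colour, 30 min stabiliser / Detection: colorimetric free-phosphate detection, absorbance 630 nm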
# NRP1-CendR mod: modulators of CendR peptide binding to human neuropilin-1. O14786. FAM-RPARPAR peptide binding to NRP-1, fluorescence polarization. inhibition, % at 25 µM. 360,000 compounds, 0.85% hits. AID 602438;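 active means inhibition or corrected inhibition above about 18%, plus a signal ratio from 0.5 to 1.5, limit read from the data, passing the limit was not always enough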; further: strong numbers were not always called active
# Target sequence (O14786 whole entry, looked up): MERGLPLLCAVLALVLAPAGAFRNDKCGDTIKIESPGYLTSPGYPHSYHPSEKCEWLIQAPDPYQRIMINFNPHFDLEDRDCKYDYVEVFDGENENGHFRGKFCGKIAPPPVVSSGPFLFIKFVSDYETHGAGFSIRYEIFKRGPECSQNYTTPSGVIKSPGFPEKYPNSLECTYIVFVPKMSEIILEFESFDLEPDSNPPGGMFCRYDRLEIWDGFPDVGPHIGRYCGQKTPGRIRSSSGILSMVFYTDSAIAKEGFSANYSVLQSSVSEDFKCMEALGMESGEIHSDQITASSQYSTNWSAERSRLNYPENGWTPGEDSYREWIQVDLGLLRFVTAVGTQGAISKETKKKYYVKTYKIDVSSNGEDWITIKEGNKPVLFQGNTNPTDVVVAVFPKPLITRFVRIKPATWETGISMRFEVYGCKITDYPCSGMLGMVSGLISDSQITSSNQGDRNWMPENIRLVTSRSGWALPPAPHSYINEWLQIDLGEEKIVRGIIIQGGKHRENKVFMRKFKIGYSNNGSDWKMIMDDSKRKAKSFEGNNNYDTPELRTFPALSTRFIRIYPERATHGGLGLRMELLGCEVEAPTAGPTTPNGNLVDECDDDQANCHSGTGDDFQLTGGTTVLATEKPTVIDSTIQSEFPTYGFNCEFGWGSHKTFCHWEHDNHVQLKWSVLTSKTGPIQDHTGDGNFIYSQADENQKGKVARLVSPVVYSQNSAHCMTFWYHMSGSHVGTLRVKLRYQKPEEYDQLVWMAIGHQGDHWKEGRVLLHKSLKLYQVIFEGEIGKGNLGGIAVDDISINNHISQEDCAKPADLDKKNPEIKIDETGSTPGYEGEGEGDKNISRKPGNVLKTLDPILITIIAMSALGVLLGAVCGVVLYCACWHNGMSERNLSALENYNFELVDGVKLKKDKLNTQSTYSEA
# Tb MetRS inh: Trypanosoma brucei MetRS inhibition; inhibition, % at 11.9 µM; purified T. brucei MetRS, ATP depletion, Kinase-Glo luminescence; 360,000 compounds, 0.4% hits; AID 624268;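 active means inhibition above a per-plate cutoff of the control wells' mean inhibition plus 3 SD, cut at about 5.5% in these data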;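 further: 0% = DMSO wells median and 100% = median of wells with control inhibitor compound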
#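 Measured by: Kinase-Glo luciferase luminescence reporting remaining unconsumed ATP. Material: purified T. brucei MetRS enzyme. Doses: 11.9 µM compound single dose, 0.9% DMSO. Medium: HEPES buffer containing pyrophosphatase, BSA, spermine, DTT. Times: 15 min preincubation, 2 h reaction, all 25 °C. Reagent: methionine, ATP and bulk E. coli tRNA.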
# LMPTP block: blocks human LMPTP phosphatase; recombinant LMPTP-A, OMFP fluorogenic substrate, fluorescence intensity; inhibition, % at 20 µM; 360,000 compounds, 0.22% hits; AID 651560;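 active means compounds that cut the enzyme signal by at least half of the control window in the single-dose screen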;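 further: plate controls were DMSO wells with enzyme plus substrate for no effect and substrate without enzyme for full effect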
#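 Material: LMPTP-A; amount: 0.625 nM enzyme; doses: single 20 µM dose; times: reaction 50 min, room temperature, dark; technique: fluorescence intensity of OMFP turnover product; benchmarks: no-enzyme and uninhibited controls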
# DNMT1 inh: DNMT1 (human) enzyme inhibition; DNMT1 molecular beacon, Hinp1I cleavage, fluorescence; inhibition (reported as % activation of signal), % at 10 µM; P26358; 360,000 compounds, 0.83% hits; in the data active means inhibition above about 50%
# eLon inh: inhibitors of E. coli Lon protease; P0A9M0; purified E. coli Lon protease, fluorescence polarization; inhibition, % at 7.94 µM; 360,000 compounds, 0.42% hits; in the data active means inhibition above about 13%, passing the limit was not always enough;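 further: 0% = enzyme with probe and DMSO and 100% = no enzyme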
# bovine MsrA act: activates bovine MsrA enzyme; purified bovine MsrA, absorbance read-out; activation, % at 10.6 µM; 360,000 compounds, 0.3% hits; AID 602163; in the data active means activation above about 7.5%;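 further: 0% = vehicle and 100% = reference activator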
# STEP inh: inhibitors of human striatal-enriched phosphatase STEP; P54829; recombinant STEP, OMFP fluorogenic substrate, fluorescence; inhibition, % at 20 µM; 360,000 compounds, 0.25% hits; AID 588621;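 active means inhibition at 20 µM, scaled per plate between control wells, above about 37%, limit read from the data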;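 further: 0% = DMSO with enzyme and substrate and 100% = substrate only without enzyme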
#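 Test system: STEP tyrosine phosphatase / Reagent: OMFP at 25 µM / Doses: 20 µM, 1% DMSO / Read-out: percent inhibition scaled to no-enzyme and uninhibited-enzyme controls, plate-pattern corrected / Detection: FITC-channel fluorescence of OMFP product / Medium: Bis-Tris buffer pH 6.0, 2.5 mM DTT, 0.005% Tween 20 / Schedule: 20 min at room temperature, dark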
# MsrA inh: inhibits bovine methionine sulfoxide reductase A | purified bovine MsrA, absorbance read-out | inhibition, % at 15.5 µM | 360,000 compounds, 0.75% hits; in the data active means inhibition above about 4.5%;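 further: 0% = vehicle wells with enzyme and 100% = reference inhibitor wells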
# Starred values were filed as active, the others as inactive; . = not tested or not shown.
# Short forms: A = SUMO1-SIM PPI; B = Scp-1 inhibitor; C = NRP1-CendR mod; D = Tb MetRS inh; E = LMPTP block; F = DNMT1 inh; G = eLon inh; H = bovine MsrA act; I = STEP inh; J = MsrA inh
COc1ccccc1NS(=O)(=O)c1ccc(C(=O)NCCCn2ccnc2)cc1
  A: 4	B: -8	C: 3	D: 0.1	E: -0.9	F: -3	G: 1	H: -2	I: 3	J: -0.2

CCn1c(N)nc2c1c(=O)n(C)c(=O)n2C
  A: 9	B: 1	C: 15	D: 0.0	E: -1.3	F: 15	G: -8	H: 0	I: 0	J: 0.6

COc1cccc(SCc2noc(C(=O)NCCN(C)C)c2C(=O)NCCN(C)C)c1
  A: -7	B: -6	C: 13	D: -0.1	E: -6.9	F: 0	G: -2	H: -1	I: -2	J: -0.4

CC1CCCC(C(=O)O)N1C(=O)CCSSCCC(=O)N1C(C)CCCC1C(=O)O (centres undefined)
  A: 3	B: 8	C: 13	D: -0.4	E: -1.4	F: 5	G: -3	H: 7	I: 1	J: -0.4

C/C(=N\NC(=O)CNc1cccc(C(F)(F)F)c1)c1ccc(Br)cc1
  A: 0	B: 1	C: 0	D: 3.0	E: 2.7	F: 6	G: 10	H: 0	I: 0	J: 2.0

COc1cccc(-n2c(CCn3nc(C)c([N+](=O)[O-])c3C)n[nH]c2=S)c1
  A: 2	B: 12	C: -1	D: -0.7	E: -0.8	F: 10	G: -3	H: -4	I: 0	J: -0.4

O=C(Cn1cnc2c(OCc3ccccc3)ncnc21)NCCCn1ccnc1
  A: -1	B: -12	C: 22	D: -1.6	E: -7.6	F: 4	G: -6	H: -4	I: -1	J: -0.4

Cc1cc(C(=O)Nc2cccc(S(=O)(=O)N3CCOCC3)c2)c2ccccc2n1
  A: 0	B: 0	C: -5	D: -0.2	E: -0.7	F: -3	G: -17	H: -2	I: -2	J: 1.8

Cc1cc(C(F)(F)F)n2nc(-c3cnn(C)c3C(F)(F)F)c(Cl)c2n1
  A: -9	B: -15	C: -10	D: 0.0	E: -1.0	F: -2	G: -1	H: -2	I: -3	J: 0.1

CCOc1ccc2nc(NC(=O)C3CCCN(S(=O)(=O)c4c(C)noc4C)C3)sc2c1 (centres undefined)
  A: 2	B: -8	C: -2	D: 0.2	E: 1.0	F: -3	G: -6	H: 0	I: -3	J: 0.3

CC(=O)c1ccc(N2CCN(S(=O)(=O)c3cc4[nH]c(=O)c(=O)[nH]c4cc3C)CC2)cc1
  A: 6	B: 22	C: -2	D: -0.3	E: 1.4	F: -2	G: -2	H: 4	I: 2	J: 3.2

CC(C)(C)n1nnnc1C(c1cccnc1)N1CCN(C(=O)c2ccco2)CC1 (centres undefined)
  A: 2	B: -2	C: 1	D: -0.4	E: -1.6	F: 2	G: 3	H: 0	I: -4	J: 0.8

Cc1cc(C)c(NC(=S)NC(CO)(CO)CO)c(C)c1
  A: 1	B: 0	C: 10	D: -0.4	E: -1.6	F: -1	G: 3	H: -4	I: 1	J: -1.2

O=C(NCCCn1ccnc1)c1ccc(Cl)cc1
  A: 2	B: -1	C: 2	D: -0.6	E: -2.1	F: 1	G: 7	H: -10	I: 0	J: -0.9

COC(=O)/C=C(\C)NC(=O)c1ccccc1Cl
  A: -2	B: 7	C: -3	D: -0.8	E: -1.5	F: 1	G: -1	H: -11	I: 0	J: 0.7

Fc1cc(Br)cc(F)c1NC(=S)N1CCOCC1
  A: 11	B: -6	C: -2	D: 0.1	E: 4.0	F: 2	G: -1	H: -2	I: 3	J: 0.5

O=C(Cn1nnc(-c2ccccc2F)n1)Nc1cccc2ncccc12
  A: -1	B: 0	C: 4	D: 0.2	E: 2.0	F: -1	G: -3	H: -3	I: -5	J: 1.1

Cc1ccc2cccc(OCCCOc3ccccc3F)c2n1
  A: -4	B: -5	C: 1	D: 0.2	E: 1.8	F: -2	G: 0	H: -1	I: 2	J: 1.2

CC(OC(=O)c1ccc(-c2ccc([N+](=O)[O-])cc2)o1)C(=O)NC(N)=O (centres undefined)
  A: -28	B: 1	C: -4	D: -0.3	E: 1.9	F: -1	G: 3	H: -1	I: -2	J: 4.4

Nc1ccc(N2CCN(c3cccc(Cl)c3)CC2)cc1
  A: -2	B: -9	C: -9	D: 0.1	E: 0.0	F: 7	G: 0	H: 4	I: 5	J: 0.4

# Random excerpt: 2 records from the list, in no set order.
# Short forms: A = SUMO1-SIM PPI; B = Scp-1 inhibitor; C = NRP1-CendR mod; D = Tb MetRS inh; E = LMPTP block; F = DNMT1 inh; G = eLon inh; H = bovine MsrA act; I = STEP inh; J = MsrA inh
O=C(NCCCn1ccnc1)c1ccc(Cl)cc1
  A: 2	B: -1	C: 2	D: -0.6	E: -2.1	F: 1	G: 7	H: -10	I: 0	J: -0.9

CC(=O)c1ccc(N2CCN(S(=O)(=O)c3cc4[nH]c(=O)c(=O)[nH]c4cc3C)CC2)cc1
  A: 6	B: 22	C: -2	D: -0.3	E: 1.4	F: -2	G: -2	H: 4	I: 2	J: 3.2

# Other entries
# Short forms: A = SUMO1-SIM PPI; B = Scp-1 inhibitor; C = NRP1-CendR mod; D = Tb MetRS inh; E = LMPTP block; F = DNMT1 inh; G = eLon inh; H = bovine MsrA act; I = STEP inh; J = MsrA inh
O=C(Cn1cncn1)N/N=C/c1ccncc1
  A: 5	B: -15	C: 5	D: -0.6	E: -0.7	F: 5	G: -1	H: -11	I: -6	J: -0.5

Cc1ccc(-c2nc(SCC(=O)c3c(N)n(C4CC4)c(=O)[nH]c3=O)n[nH]2)cc1
  A: 3	B: 2	C: -5	D: -0.6	E: -1.2	F: 0	G: 3	H: -17	I: -6	J: 1.5

CSc1ccccc1NC(=O)CN(C)C(=O)COc1ncnc2ccccc12
  A: -4	B: 0	C: 0	D: -0.2	E: -1.4	F: 2	G: -4	H: 0	I: 3	J: -0.9

COc1ccc(Nc2ncnc3sc(C)cc23)cc1
  A: 6	B: 2	C: 6	D: 0.1	E: -0.6	F: -2	G: -2	H: -2	I: -1	J: .

Cc1ccc(NC(=S)N/N=C2\CC3CC=CC23)c(C)c1 (centres undefined)
  A: -1	B: 9	C: -9	D: -1.0	E: 0.1	F: -6	G: 3	H: -9	I: 1	J: 0.9

Cc1ccc(C2=NOC3(CC(=O)N(c4ccc(C)cc4)C3=O)C2)cc1 (centres undefined)
  A: 1	B: -4	C: -13	D: -1.1	E: 0.9	F: 2	G: 4	H: -7	I: 1	J: -0.8

NC(=O)c1cccc(-c2ccnc3c2CC(C(=O)NCc2ccco2)O3)c1 (centres undefined)
  A: 1	B: .	C: 6	D: 0.0	E: -1.8	F: -2	G: 4	H: -2	I: 2	J: -0.2

CC(Sc1nncs1)C(=O)NC1CCCCC1C (centres undefined)
  A: 4	B: -5	C: 14	D: 0.6	E: -1.7	F: -2	G: 1	H: -4	I: 2	J: -1.0

O=C(O)c1cccc(NC2=C(n3nnc4ccccc43)C(=O)c3ccccc3C2=O)c1
  A: -29	B: -5	C: 16	D: -0.3	E: 0.9	F: -8	G: -10	H: 0	I: -1	J: 32*

COc1cc2c(c(OC)c1OC)C(c1ccc3c(c1)OCO3)CC(=O)O2 (centres undefined)
  A: 0	B: 1	C: -1	D: 4.5	E: -0.9	F: 2	G: 0	H: -6	I: -1	J: 0.9

# Going on with the list:
# The line under a structure holds: SUMO1-SIM PPI, Scp-1 inhibitor, NRP1-CendR mod, Tb MetRS inh, LMPTP block, DNMT1 inh, eLon inh, bovine MsrA act, STEP inh, MsrA inh
> CC(C)c1ccc(C(=O)CC2(O)C(=O)N(CN3CCOCC3)c3ccccc32)cc1 (centres undefined)
→ 2, -2, 17, -0.1, -0.2, 3, 0, 2, 4, 0.4
> CN(C)CCCN(CCCNC(=O)/C=N/O)Cc1ccccc1
→ 0, 2, -4, -0.6, -11, -10, -4, -3, -2, 0.4
> O=C(Nc1ccncc1)c1cc(C2CCCCN2C(=O)CCc2ccccc2)on1 (centres undefined)
→ 5, ., -3, -0.1, 0.1, 3, -8, -1, -2, 0.4
> COCCOC(=O)/C(=C/c1ccc(OC(=O)c2ccccc2)cc1)C(C)=O
→ 14, -5, -2, 0.1, -0.8, 25, 4, -2, 2, .
> COC(=O)c1ccccc1NC(=O)CNC(=O)c1ccc(OC)c(OC)c1
→ 4, -4, -4, 0.0, -0.3, 2, 4, -2, 2, -0.9
> COc1ccc(CCN2C(=O)CCC2(C)C(=O)NCc2cccnc2)cc1OC (centres undefined)
→ 3, 6, -3, -1.0, -0.7, -4, -10, -9, -6, 1.5
> CCOC(=O)C(C)N1C(=O)S/C(=C/c2cc(C)n(-c3ccccn3)c2C)C1=O (centres undefined)
→ -16, -9, -8, -1.0, 1.0, -5, 9, -2, -2, 1.9
> O=[N+]([O-])c1cccnc1Oc1ccccc1F
→ -18, -7, -7, 0.0, -0.9, 2, -3, -3, -4, -0.6
> CCN(CC(=O)NCc1cccs1)C(=O)c1ccc([N+](=O)[O-])o1
→ -36, -1, -4, -0.3, -1.3, -3, -8, 1, 2, 1.4
> COc1ccc(OCc2cc(C(=O)N3CCCC(OC)C3)no2)c2ccccc12 (centres undefined)
→ -7, -4, 5, -0.3, 2.4, -9, 2, -1, 1, 0.9
> CCOC(CNC(=O)CN1C(=O)COc2ccc(S(=O)(=O)N3CCOCC3)cc21)OCC
→ -3, -2, 9, -0.1, 0.0, 1, 6, -1, 1, 1.2
> COc1ccc(CCNC(=O)CSc2ccccn2)cc1OC
→ 0, -5, 0, 2.7, -1.2, -1, -14, -4, -3, -0.8
> COc1cc(OC)cc(C(=O)OC(C)C(=O)NC2CCCc3ccccc32)c1 (centres undefined)
→ 2, -9, -4, -0.4, 1.2, 6, -6, -1, -3, 0.2

# Limited to LMPTP block, Tb MetRS inh and bovine MsrA act (five entries from above):
SMILES	LMPTP block	Tb MetRS inh	bovine MsrA act
CC(C)c1ccc(C(=O)CC2(O)C(=O)N(CN3CCOCC3)c3ccccc32)cc1 (centres undefined)	-0.2	-0.1	2
CN(C)CCCN(CCCNC(=O)/C=N/O)Cc1ccccc1	-11	-0.6	-3
O=C(Nc1ccncc1)c1cc(C2CCCCN2C(=O)CCc2ccccc2)on1 (centres undefined)	0.1	-0.1	-1
COCCOC(=O)/C(=C/c1ccc(OC(=O)c2ccccc2)cc1)C(C)=O	-0.8	0.1	-2
COC(=O)c1ccccc1NC(=O)CNC(=O)c1ccc(OC)c(OC)c1	-0.3	0.0	-2

# Screening data deposited in PubChem by several laboratories.
